MITF inh – blocks human microphthalmia-associated transcription factor. inhibition, % at 2.6 µM. 650,000 tested, 0.91% active. AID 1259374. O75030. AlphaScreen MITF homodimerization, bead proximity signal; in the data active = inhibition above about 50%;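 also: 0% = vehicle wells with protein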
FBW7 act – human FBW7 E3 ligase activation, primary screen | Q969H0 | AlphaScreen FBW7–phospho-cyclin E peptide binding, activator screen | normalized activity (activation), % at 26.1 µM | 650,000 tested, 0.13% active; in the data active = normalized activity above about 1.9%;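 also: purified mutant Fbw7 with reduced substrate affinity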
Target sequence (Q969H0 whole entry, looked up): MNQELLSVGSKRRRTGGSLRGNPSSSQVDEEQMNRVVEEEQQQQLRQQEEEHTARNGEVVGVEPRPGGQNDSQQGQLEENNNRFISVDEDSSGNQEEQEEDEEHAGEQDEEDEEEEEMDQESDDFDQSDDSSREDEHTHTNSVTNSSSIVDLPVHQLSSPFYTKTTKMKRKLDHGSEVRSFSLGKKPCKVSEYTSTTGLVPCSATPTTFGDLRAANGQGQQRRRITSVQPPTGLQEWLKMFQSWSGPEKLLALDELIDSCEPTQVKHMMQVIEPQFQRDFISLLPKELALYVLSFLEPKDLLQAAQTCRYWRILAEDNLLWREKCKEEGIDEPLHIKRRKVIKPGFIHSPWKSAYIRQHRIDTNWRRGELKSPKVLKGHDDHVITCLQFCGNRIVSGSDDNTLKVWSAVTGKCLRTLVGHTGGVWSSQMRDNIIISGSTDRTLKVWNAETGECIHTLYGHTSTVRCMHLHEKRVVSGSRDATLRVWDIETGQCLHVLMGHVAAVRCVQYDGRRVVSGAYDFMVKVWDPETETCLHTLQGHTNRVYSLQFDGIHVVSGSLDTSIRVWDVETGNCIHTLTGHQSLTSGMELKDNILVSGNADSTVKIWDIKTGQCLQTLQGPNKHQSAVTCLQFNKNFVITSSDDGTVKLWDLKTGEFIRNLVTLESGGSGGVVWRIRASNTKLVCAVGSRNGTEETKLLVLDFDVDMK
TEAD-YAP block – TEAD-YAP interaction inhibition; AID 1259422; inhibition, % at 9.12 µM; 640,000 tested, 1.4% active; HEK-TIYL cells, TEAD-Gal4/YAP UAS-luciferase luminescence; in the data active = inhibition above about 32%;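 also: 0% = median of test compound wells and 100% = reference inhibitor wells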
GPR151 activ – activates the human receptor GPR151. Q8TDV0. PathHunter beta-arrestin GPR151 cells, luminescence. activation, % at 11.2 µM. 650,000 tested, 1% active. AID 1508602; in the data active = activation above about 4.9%;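 also: 0% = median of compound wells and 100% = cells with positive control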
* = called active by the depositor.

#1 CC(=O)Nc1ccc(NC(=O)CSc2nc3ccc(C)cc3[nH]2)cc1
#2 CCCOc1cc(C)c(S(=O)(=O)n2ccc(C)n2)cc1C
#3 Cc1cc(C)c(-n2nnnc2SCC(=O)Nc2nn(-c3ccccc3)nc2C(N)=O)c(C)c1
#4 COC(=O)c1ccc(CNC2CCCN(c3nc(C)c4cc(F)ccc4n3)CC2)cc1 (stereo unspecified)
#5 COc1ccc(CC(=O)Nc2sccc2-c2nc3ccccc3s2)cc1C
#6 Cc1ccc(N2CC(C(=O)N/N=C/c3cccc(Br)c3)CC2=O)cc1 (stereo unspecified)
#7 COC(=O)COc1ccc(/C=C(/C#N)C(=O)Nc2ccc(Cl)cc2)cc1OC
#8 CC(NC(=O)c1ccccc1F)c1ccccc1 (stereo unspecified)
Screen / compound no.	1	2	3	4	5	6	7	8
MITF inh	5	2	4	-15	5	-7	-15	-5
FBW7 act	-0.1	0.0	0.1	0.5	0.1	-0.1	-0.1	-0.2
TEAD-YAP block	-2	-1	13	1	-2	-3	-2	10
GPR151 activ	-0.4	-1.2	1.2	-0.9	-0.2	2.2	-1.5	2.6

#9 COc1ccc(NC(=O)CSc2n[n+]3c(C)cc(C)nc3s2)cc1
#10 COc1ccc(NC(=O)C2C3NC(=S)N(c4cccc(Cl)c4)C2(C)Oc2ccc(Cl)cc23)cc1 (stereo unspecified)
#11 Cc1ccccc1-n1cc(CN(C)C(=O)Cn2nnnc2CN2CCC(C)CC2)cn1
#12 O=C(CSc1nc2ccc([N+](=O)[O-])cc2[nH]1)Nc1ccc2c(c1)OCCO2
#13 C=CCNC(=O)c1ccc(C(=O)c2ccccc2)cc1
#14 Cc1ccc(NC(=O)CSc2nc3ccccc3c(=O)n2CCC(=O)NC2CCCCC2)cc1Cl
#15 CSCC(=O)N1CCC2(CC1)CC2C(=O)NCc1ccccc1C(F)(F)F (stereo unspecified)
#16 CCCNC(=O)C(=O)NCc1cccc(C)c1
Screen / compound no.	9	10	11	12	13	14	15	16
MITF inh	0	2	-4	18	-5	-13	15	12
FBW7 act	-0.2	-0.2	-0.2	0.5	0.1	-0.1	-0.1	0.2
TEAD-YAP block	-9	-5	-4	11	-20	13	-1	-2
GPR151 activ	-0.9	0.1	0.9	-0.6	-0.3	0.7	1.4	-0.3

#17 CSc1cccc(C(=O)Nc2nc(-c3ccc(F)cc3)cs2)c1
#18 O=C(O)CC1S/C(=N/N=C/c2cccc(OCc3ccccc3)c2)NC1=O (stereo unspecified)
#19 Cc1ccc(Nc2nnc(SCC#N)s2)cc1C
#20 CC(C)(C)NC(=O)CSc1nnc(-c2cccnc2)n1C1CCCCC1
#21 COCC(=O)Nc1ccc(S(=O)(=O)NC(C)(C)C)cc1
#22 O=c1[nH]c(=O)n(CCCO)c(O)c1N=Nc1c(Cl)cccc1Cl
#23 c1ccc(OCCNc2ncnc3nc(N4CCC(N5CCOCC5)CC4)[nH]c23)cc1
#24 FC(F)(F)c1cccc(CNCc2ccc3c(c2)OCO3)c1
Screen / compound no.	17	18	19	20	21	22	23	24
MITF inh	7	20	0	-1	-1	-11	20	35
FBW7 act	0.0	-0.1	0.1	-0.1	0.1	-0.7	0.4	0.1
TEAD-YAP block	3	-2	-9	2	7	1	-13	-2
GPR151 activ	-1.2	-0.1	1.8	1.2	0.2	-0.4	1.7	-0.4

In the list so far, these have two or more sulfur atoms.
#5 COc1ccc(CC(=O)Nc2sccc2-c2nc3ccccc3s2)cc1C
#9 COc1ccc(NC(=O)CSc2n[n+]3c(C)cc(C)nc3s2)cc1
#17 CSc1cccc(C(=O)Nc2nc(-c3ccc(F)cc3)cs2)c1
#19 Cc1ccc(Nc2nnc(SCC#N)s2)cc1C
Screen / compound no.	5	9	17	19
MITF inh	5	0	7	0
FBW7 act	0.1	-0.2	0.0	0.1
TEAD-YAP block	-2	-9	3	-9
GPR151 activ	-0.2	-0.9	-1.2	1.8

Next part.
#25 Cc1ccc(NC(NC(=O)c2ccco2)C(=O)c2ccccc2)cc1C (stereo unspecified)
#26 Cc1ccc2c(c1)CN(CCC(=O)NCCC1COc3ccccc3O1)CC(C)O2 (stereo unspecified)
#27 O=c1[nH]c(=S)[nH]c(O)c1N=Nc1ccccc1-c1ccccc1
#28 C[C@@H]1CN(Cc2nc(Cc3ccccc3Cl)no2)C[C@H](C)O1
#29 Cn1c(-c2ccccc2)nn(CN2CCOCC2)c1=S
#30 COc1ccccc1C(=O)On1c(-c2cccc(C)c2)nc2ccccc2c1=O
#31 CCN(CC)S(=O)(=O)c1ccc(C(=O)Nc2sc3c(c2C(N)=O)CCN(C(C)C)C3)cc1
#32 Cc1cccc(C(C)(C)C)c1OCCOCCN1CCOCC1
Screen / compound no.	25	26	27	28	29	30	31	32
MITF inh	18	6	17	12	-13	-6	13	30
FBW7 act	0.3	-0.1	0.1	0.0	0.0	-0.1	0.1	-0.1
TEAD-YAP block	-3	4	-11	-2	2	18	2	-3
GPR151 activ	-0.8	-0.5	0.2	1.2	0.7	-2.1	-0.8	3.0

An excerpt from above in order of length of the SMILES, largest number first:
#31 CCN(CC)S(=O)(=O)c1ccc(C(=O)Nc2sc3c(c2C(N)=O)CCN(C(C)C)C3)cc1
#26 Cc1ccc2c(c1)CN(CCC(=O)NCCC1COc3ccccc3O1)CC(C)O2 (stereo unspecified)
#30 COc1ccccc1C(=O)On1c(-c2cccc(C)c2)nc2ccccc2c1=O
#27 O=c1[nH]c(=S)[nH]c(O)c1N=Nc1ccccc1-c1ccccc1
#25 Cc1ccc(NC(NC(=O)c2ccco2)C(=O)c2ccccc2)cc1C (stereo unspecified)
Screen / compound no.	31	26	30	27	25
MITF inh	13	6	-6	17	18
FBW7 act	0.1	-0.1	-0.1	0.1	0.3
TEAD-YAP block	2	4	18	-11	-3
GPR151 activ	-0.8	-0.5	-2.1	0.2	-0.8

(list continues)
#33 CC1=CC=CN2C1=NC(C(F)(F)F)(C(F)(F)F)N=C2c1cccnc1
#34 Cc1nc(C(C)NC(=O)CCc2nnc(Cc3c[nH]c4ccccc34)o2)cs1 (stereo unspecified)
#35 COc1cc(/C=C/C(=O)c2ccccc2OC)ccc1OCC#N
#36 Cc1ccccc1OCC(O)Cn1c(NCCN)nc2c1c(=O)[nH]c(=O)n2C (stereo unspecified)
#37 N#Cc1ccc(C(=O)Nc2nc(-c3ccc(Br)s3)cs2)cc1
#38 Cc1[nH]c2ccccc2c1C(c1ccccn1)N1CCOCC1 (stereo unspecified)
#39 COc1ccc(CCNc2ncnc3c2c(-c2ccccc2)cn3-c2cccc(C(F)(F)F)c2)cc1OC
#40 O=C(Cn1cc(NC(=O)COc2ccccc2)cn1)NCc1ccco1
Screen / compound no.	33	34	35	36	37	38	39	40
MITF inh	-8	15	10	-13	-5	13	-2	-5
FBW7 act	0.0	1.0	-0.1	-0.2	-0.1	0.6	-0.4	0.0
TEAD-YAP block	-18	0	58*	5	-7	3	-5	-5
GPR151 activ	3.7	-1.5	0.9	1.2	1.5	-1.9	-0.7	-0.5

The last 2 records of the section above come first, to join the parts.
#39 COc1ccc(CCNc2ncnc3c2c(-c2ccccc2)cn3-c2cccc(C(F)(F)F)c2)cc1OC
#40 O=C(Cn1cc(NC(=O)COc2ccccc2)cn1)NCc1ccco1
#41 O=C(NCCN1CCOCC1)c1cccc(Nc2ccc(-n3ccnc3)cc2)n1
#42 Cc1ccccc1CNC(=O)C(=O)Nc1cccc(C(F)(F)F)c1
#43 Cc1cc(C)nc(NS(=O)(=O)c2ccc(NC(=O)c3ccccc3O)cc2)n1
#44 CCOC(=O)c1ccc(CN(Cc2ccc(F)cc2)S(=O)(=O)c2ccc(F)c(C(=O)Nc3cc(C(F)(F)F)ccc3Cl)c2)cc1
#45 COc1cc(NC(=O)c2snc3c(=O)[nH]cnc23)cc(OC)c1OC
#46 COc1cccc(CC(=O)Nc2nc3ccccc3[nH]2)c1
#47 OCCNc1nc(-c2ccccc2)nc2c1ncn2Cc1ccc(C(F)(F)F)cc1
#48 CC(C)NC(=O)CN(c1cccc(Br)c1)S(C)(=O)=O
Screen / compound no.	39	40	41	42	43	44	45	46	47	48
MITF inh	-2	-5	4	21	7	7	-6	4	11	14
FBW7 act	-0.4	0.0	-0.1	0.2	0.6	0.5	-0.1	0.0	0.4	-0.2
TEAD-YAP block	-5	-5	-2	1	-6	-2	7	-5	7	0
GPR151 activ	-0.7	-0.5	0.2	-1.3	-1.0	1.3	1.0	5.6*	-0.4	0.0

#49 Cc1cccc(N(C)C(=O)Cn2ncc3c2-c2cc(C)ccc2OC3)c1
#50 Cc1sc2nc(CN3CCCCC3C)[nH]c(=O)c2c1C (stereo unspecified)
#51 COc1ccc(S(=O)(=O)NC2CC(C)(C)NC(C)(C)C2)cc1OC
#52 Cc1c(Cl)cccc1Nc1nc(-c2cccc(NC(=O)c3ccccc3)c2)cs1
#53 CCOC(=O)c1c(C)oc2ccc(OC(=O)c3ccc(Br)cc3)cc12
#54 CCOc1ccc(NC(=O)CC2C(=O)N(CC)C(=S)N2Cc2ccc(F)cc2)cc1 (stereo unspecified)
#55 O=C(CSc1ncnc2c1nnn2-c1ccc(F)cc1)Nc1ccc2c(c1)OCCO2
#56 c1ccc(C2=NN3C(C2)c2ccccc2OC32CCCCC2)cc1 (stereo unspecified)
Screen / compound no.	49	50	51	52	53	54	55	56
MITF inh	7	1	0	12	7	1	6	13
FBW7 act	0.2	0.2	-0.1	0.4	-0.1	0.0	0.0	0.1
TEAD-YAP block	17	0	5	4	0	0	6	-41
GPR151 activ	-1.5	-0.7	-0.5	-0.8	-0.6	0.3	-0.6	0.7

#57 O=C(COC(=O)c1c(F)cccc1F)NCc1ccc2c(c1)OCO2
#58 O=C(CSc1nnc(-c2cccs2)n1Cc1ccco1)Nc1ccc2c(c1)OCO2
#59 O=C(NCCc1ccccc1)[C@H]1C=CCN1C(=O)C1CCCCC1
#60 COc1ccc(/C=C(\NC(=O)c2ccco2)C(N)=O)cc1
#61 COc1ccc(C2CC(c3ccccc3O)=NN2)cc1 (stereo unspecified)
#62 CC(=O)c1ccc(C(=O)Nc2ccc(-c3ccc(NC(=O)c4ccc(C(C)=O)cc4)c(C)c3)cc2C)cc1
#63 Cc1ccc2cc3cc(C(=O)N4CCOCC4)oc3nc2c1
#64 COc1cccc(C(=O)OCc2cccc([N+](=O)[O-])c2)c1
Screen / compound no.	57	58	59	60	61	62	63	64
MITF inh	1	11	15	-9	-3	-10	-1	10
FBW7 act	0.0	0.2	0.0	-0.1	-0.1	-0.1	-0.1	0.5
TEAD-YAP block	-4	-3	-8	0	-50	-5	-34	-8
GPR151 activ	-0.4	1.0	-0.9	0.3	-0.4	-0.2	-3.0	6.9*

#65 CCN(CC)S(=O)(=O)c1ccc(C(=O)OCC(=O)Nc2ccccc2C#N)cc1
#66 CCOC(=O)c1c(NC(=O)c2ccc3c(c2)OCO3)sc(C(=O)Nc2ccc(OC)cc2OC)c1C
#67 COc1ccc(-c2n[nH]c(=S)n2-c2ccccc2OC)cc1
#68 CCN(CC)C(=O)C1CCCN(Cc2ccc(Br)s2)C1 (stereo unspecified)
#69 CCc1ccc(NC(=S)N(CCN2CCOCC2)C2CCN(C(C)=O)CC2)cc1
#70 CCC(=O)Oc1ccc2cc(-c3ccc(OC)cc3)c(=O)oc2c1
#71 CCOc1ccccc1C(=O)Nc1nc2ccc(Cl)cc2s1
#72 COC(=O)CNC(=O)C(Cc1c[nH]c2ccccc12)NC(=O)Oc1ccccc1 (stereo unspecified)
Screen / compound no.	65	66	67	68	69	70	71	72
MITF inh	-3	-6	7	22	7	-4	5	6
FBW7 act	-0.1	-0.1	0.2	0.0	0.0	0.0	0.2	-0.1
TEAD-YAP block	2	2	2	-13	7	25	-6	-4
GPR151 activ	0.6	0.5	0.8	-0.9	1.6	0.0	-1.3	-1.3

Among those listed so far, these contain a tert-butyl group.
#20 CC(C)(C)NC(=O)CSc1nnc(-c2cccnc2)n1C1CCCCC1
#21 COCC(=O)Nc1ccc(S(=O)(=O)NC(C)(C)C)cc1
#32 Cc1cccc(C(C)(C)C)c1OCCOCCN1CCOCC1
Screen / compound no.	20	21	32
MITF inh	-1	-1	30
FBW7 act	-0.1	0.1	-0.1
TEAD-YAP block	2	7	-3
GPR151 activ	1.2	0.2	3.0

Screening data as filed in PubChem.
